Lipid droplet: inhibitors of hepatocyte lipid droplet formation, primary screen, imaging, high-throughput imaging, BODIPY stain | inhibition, % at 6.5 µM | AML12 mouse hepatocytes, oleate lipid droplets | 240,000 tested, 0.4% active;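 active = lipid droplet intensity inhibited by at least 50%, with more than 500 cells counted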
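Material – AML12 mouse liver cells · Also added – oleate loading, 100 µM · Compound dosing – 6.5 µM single-point dosing · Times – overnight treatment with compound plus oleate · Measured by – fluorescence imaging, 20x objective, two fields per well · Read-out – percent inhibition of filter-corrected integrated lipid droplet intensity per well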
PMI inhibitors: inhibitors of human PMI, primary screen, biochemical, fluorescence intensity, coupled assay (AID 1209); Mannose-6-phosphate isomerase (Homo sapiens); purified PMI enzyme, coupled fluorescence intensity; higher % means a stronger effect; one-dose inhibition, % at 20 µM; IC50 in µM for titrated hits; 190,000 tested, 0.42% active;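 note: plate controls were DMSO vehicle for no effect and wells lacking substrate for full effect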
PMI inhibition: human PMI inhibitors, high substrate, primary screen, biochemical, fluorescence intensity, high mannose 6-phosphate (AID 1220). Mannose-6-phosphate isomerase (Homo sapiens). recombinant PMI enzyme, coupled fluorescence intensity; higher % means a stronger effect. inhibition, % at 20 µM; hits with a dose series show IC50 in µM. 190,000 tested, 0.66% active
T cell HTS: modulators of CD8 T cell-vesicle binding, primary screen, mouse 2C CD8+ T cells, flow cytometry; calls only at 7 µM; 330,000 tested, 0.068% active; AID 2052, 2009; 2C CD8+ T cell-vesicle binding; stronger effect = lower value;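 active = response, share of CD8 T cells binding vesicles, and their 90th percentile fluorescence all below set limits, cut at about 80% in these data, passing the limit was not always enough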
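Material: 2C TCR transgenic mouse naive CD8+ T cells, MACS-purified. Also added: QL9-charged Drosophila Ld/ICAM-1/B7-1 vesicles. Timing: binding 1.5 h at 37 °C. Measured by: high-throughput flow cytometry with anti-B7-1 and anti-CD8 staining. Read-out: percent CD8+ FL2 mean versus row control. Controls: Unloaded micro-vesicles (low), QL9 vesicles with 0.7% DMSO (high).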
b-catenin transl: modulators of beta-catenin nuclear translocation, primary screen, imaging, HeLa cells, immunofluorescence, high-content; 190,000 tested, 0.3% active; nuclear translocation activity, % at 5 µM; AID 1665, 2009;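 active = nuclear translocation activity above 50% at 5 µM, with a well cell count of 50 or more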;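 note: per-cell ratio of nuclear to cytoplasmic median beta-catenin stain intensity; plate controls were DMSO negative control for no effect and GSK-3 inhibitor IX positive control for full effect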
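Test system: human HeLa cell line; Doses: 5 µM primary, 0.02–20 µM confirmation; Incubation: 24 h compound exposure, 37°C; Detection: beta-catenin immunofluorescence imaging with DAPI; Read-out: beta-catenin nuclear/cytoplasmic ratio, % activation.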
Autophagy mod: autophagy modulators in MEF cells, primary screen, imaging, high-content, MEF GFP-LC3 | MEF GFP-LC3 puncta imaging; test concentration mostly 10 µM | calls only at 10 µM (by protocol) | 190,000 tested, 0.98% active;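 active = percentage of spot-positive cells more than 3 SD above its plate mean, without a fluorescence outlier flag or 80% toxicity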;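 note: spot-positive cell cutoff set from DMSO-treated cells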
MT stabilize HCS: microtubule stabilizers in HeLa cells, primary screen, imaging, high-content imaging; HeLa tubulin immunostaining HCS, 24 h; share of cells brighter than vehicle mean+2SD; % tubulin-high responders, % at 10 µM; 200,000 tested, 0.83% active;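 active = plate Z-score above 3 for both tubulin-high and condensed-nucleus cell shares, with cell loss under 80%, at 10 µM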;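 note: anti alpha tubulin signal scored within the nucleus-defined area of each cell; some results filed as inactive read as strong as hits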
TNAP activators: human TNAP enzyme activators, primary screen, biochemical, luminescent, no phosphate acceptor, uHTS (AID 1001). purified TNAP, luminescent activation assay, no phosphate acceptor; higher activation fold means a stronger effect. activation fold at 20 µM, or EC50 in µM where a hit was titrated. 200,000 tested, 0.03% active; in the data active = activation fold from about 3, or a potency from the dose series; inactive = the rest, 99 in 100 with activation fold below about 1.6; note: many of its hits are not listed in these tables
Ins promoter up: insulin promoter activators in MIN6 cells, imaging, high-content screening, mouse beta cells | MIN6 insulin promoter-GFP reporter; stronger effect = higher value | z-score at 5 µM | AID 1625, 2009 | 190,000 tested, 0.3% active;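 active = z-score above 3 at 5 µM with at least 500 cells counted in the well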
Ins promoter up cell count: recorded beside Ins promoter up, whose call it bears; cell count; measured here: cytotoxicity, nuclei count;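 total cells summed across four imaged fields per well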
Lipid droplet cells 6.5 µM: recorded beside Lipid droplet, whose call it bears; cell count; measured here: cell count, cytotoxicity flag;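 cells counted across two imaged fields per well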
b-catenin transl cell count 5 µM: further read-out of b-catenin transl, marked with its call; cell count; measured here: cell count, cytotoxicity flag
T cell HTS vesicle-bound %: also measured in T cell HTS; calls as there; double positive events, %; measured here: CD8+ vesicle-bound cell fraction;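 binding gate set so that unloaded-vesicle control wells show 10% double positive cells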
MT stabilize HCS Hoechst-high %: further read-out of MT stabilize HCS, marked with its call; % Hoechst-high responders; measured here: nuclear condensation Hoechst responders;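 share of cells brighter than vehicle mean plus two SD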
MT stabilize HCS cytotoxicity %: also measured in MT stabilize HCS; calls as there; toxicity, %; measured here: cytotoxicity by cell density;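 0% = mean cell density of plate MIN control wells and 100% = no cells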
Autophagy mod cell loss 18 h: also measured in Autophagy mod; calls as there; toxicity, %; measured here: cell loss, nuclei count;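 cell loss after 18 h compound exposure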
Numbers without * were called inactive; i = inactive; x = no result given; + = active, no number. Cut-off read from the data, not from the text of the source, unless noted: active = inhibition above about 50%; inactive = the rest.

Each structure is followed by: Lipid droplet | Lipid droplet cells 6.5 µM | PMI inhibitors | PMI inhibition | T cell HTS | T cell HTS vesicle-bound % | b-catenin transl | b-catenin transl cell count 5 µM | Autophagy mod | Autophagy mod cell loss 18 h | MT stabilize HCS | MT stabilize HCS Hoechst-high % | MT stabilize HCS cytotoxicity % | TNAP activators | Ins promoter up | Ins promoter up cell count
- COc1cc(/C=N\NC(=O)CNC(=O)C2COc3ccccc3O2)ccc1O (stereo not given)
  -1 | 538 | 9% | -2% | i | 46 | -0.4 | 979 | i | 31 | 5.3 | 3.4 | 9.2 | 1.1 | -0.19 | 1296
- COc1ccc(CN2CCN(C(=O)CN3C(=O)C4C5C=CC(C5)C4C3=O)CC2)c(OC)c1OC (stereo not given)
  x | x | -6% | 15% | i | 55 | 2.3 | 1363 | i | 18 | 4.1 | 3.4 | 4.2 | 1 | -0.48 | 795
- COc1ccc(NC(=O)CSc2nncc3ccccc23)cc1
  7 | 688 | 4% | -3% | i | 34 | -3.8 | 1097 | i | 13 | 2.5 | 1.7 | 5.8 | 1.1 | -0.22 | 1107
- CC(C)COc1ccc(C(=O)NC(CC(C)C)C(=O)O)cc1 (stereo not given)
  x | x | 7% | 9% | i | 33 | 0.3 | 1119 | i | 2 | 4.5 | 3.0 | 9.0 | 1 | -0.16 | 1213
- NC(=O)c1ccc(N2CCN(c3ccccc3F)CC2)c([N+](=O)[O-])c1
  7 | 714 | 2% | 0% | i | 34 | -0.8 | 1119 | i | 13 | 3.4 | 2.3 | 3.1 | 1.1 | x | x
- COC(=O)c1cccc2c1NC(=O)C2=O
  -8 | 735 | x | x | i | 15 | 2.4 | 1366 | x | x | x | x | x | x | -0.38 | 905
- CC(NC(N)=O)C(=O)OCc1ccc(Cl)cc1Cl (stereo not given)
  -2 | 767 | 0% | -9% | i | 12 | 2.1 | 993 | i | 9 | 0.8 | 1.0 | 7.1 | 1.1 | x | x
- CCOc1ccccc1C1CC(=O)Nc2cc3c(cc21)OCCO3 (stereo not given)
  x | x | 8% | 10% | i | 21 | 1.2 | 1096 | i | 52 | 14 | 42 | 55 | 1.1 | -0.75 | 975
- CCCCCCOc1ccc(/C=c2\s/c(=C(/C#N)C(=O)NCc3ccco3)n(-c3ccccc3)c2=O)cc1
  -11 | 506 | -7% | -11% | i | 40 | -1.0 | 989 | + | 3.3* | 1.4 | 2.3 | 6.5 | 0.9 | -0.32 | 1295
- Fc1ccc(Cn2nnnc2C(c2cccs2)N2CCN(C3CCCCC3)CC2)cc1 (stereo not given)
  -1 | 726 | 8% | 0% | i | 46 | -0.3 | 1001 | i | 21 | 4.5 | 2.0 | 6.1 | 1 | 1.1 | 1482
- O=C(NCC1CCCO1)c1ccc(CS(=O)(=O)c2ccc(Cl)cc2)o1 (stereo not given)
  -2 | 734 | -6% | 2% | i | 10 | 0.3 | 1180 | i | 1 | 1.9 | 1.0 | 4.2 | 1 | -0.78 | 921
- COc1ccc(C)cc1NC(=S)N1CCN(S(C)(=O)=O)CC1
  4 | 626 | 10% | 11% | i | 34 | 1.9 | 880 | i | 0 | 1.3 | 3.1 | 7.9 | 1.1 | 0.29 | 1330
- COc1cc2c(cc1OC)CN(C(=O)c1ccc(OC)c(S(=O)(=O)N3CCOCC3)c1)CC2
  x | x | 13% | 15% | i | 27 | -0.4 | 1188 | i | 5 | 4.1 | 2.7 | 8.8 | 1.1 | x | x
- Cc1ccc(-c2[nH]nc3c2C(C)C(C#N)=C(N)O3)cc1 (stereo not given)
  28 | 637 | 5% | 1% | i | 47 | -3.1 | 577 | i | 7 | 4.6 | 1.7 | 2.1 | 0.9 | 0.53 | 1359
- Cc1sc2nc(C(C)Sc3nnc(C)n3-c3ccccc3)[nH]c(=O)c2c1C (stereo not given)
  -4 | 745 | -4% | -12% | x | x | -0.8 | 1155 | x | x | x | x | x | 1 | -0.1 | 1131
- c1ccc(CCc2nc(-c3ccncc3)no2)cc1
  22 | 748 | 15% | 14% | i | 38 | 0.9 | 1042 | i | -1 | 3.7 | 2.7 | 5.1 | 1.1 | -0.15 | 1334
- Cc1cccc2cc(C#N)c(SCC(=O)N3CC(=O)Nc4ccccc43)nc12
  x | x | -12% | -17% | i | 47 | 28 | 875 | i | 39 | 16 | 19 | 49 | 0.9 | 0.82 | 544
- CC(C)C(NS(=O)(=O)c1cccc2nsnc12)C(=O)Nc1nccs1 (stereo not given)
  7 | 668 | x | x | i | 53 | -0.5 | 1361 | x | x | x | x | x | x | -0.53 | 1063
- COc1ccc(-c2nnc(N)s2)cc1
  x | x | -7% | -3% | i | 28 | -0.4 | 988 | i | 12 | 6.1 | 3.3 | 7.3 | 1 | -0.64 | 1151
- COc1ccccc1OCc1ccc(C(=O)NN)o1
  -13 | 649 | x | x | i | 19 | 1.2 | 1290 | x | x | x | x | x | x | -0.72 | 1012

Full records, quoted from the list. Screens in order: Lipid droplet | Lipid droplet cells 6.5 µM | PMI inhibitors | PMI inhibition | T cell HTS | T cell HTS vesicle-bound % | b-catenin transl | b-catenin transl cell count 5 µM | Autophagy mod | Autophagy mod cell loss 18 h | MT stabilize HCS | MT stabilize HCS Hoechst-high % | MT stabilize HCS cytotoxicity % | TNAP activators | Ins promoter up | Ins promoter up cell count
COC(=O)c1cccc2c1NC(=O)C2=O is listed as -8 | 735 | x | x | i | 15 | 2.4 | 1366 | x | x | x | x | x | x | -0.38 | 905
Cc1ccc(-c2[nH]nc3c2C(C)C(C#N)=C(N)O3)cc1 (stereo not given) is listed as 28 | 637 | 5% | 1% | i | 47 | -3.1 | 577 | i | 7 | 4.6 | 1.7 | 2.1 | 0.9 | 0.53 | 1359

The results go on.
Each structure is followed by: Lipid droplet | Lipid droplet cells 6.5 µM | PMI inhibitors | PMI inhibition | T cell HTS | T cell HTS vesicle-bound % | b-catenin transl | b-catenin transl cell count 5 µM | Autophagy mod | Autophagy mod cell loss 18 h | MT stabilize HCS | MT stabilize HCS Hoechst-high % | MT stabilize HCS cytotoxicity % | TNAP activators | Ins promoter up | Ins promoter up cell count
- Cc1ccc2c(c1)CCCN2C(=O)c1ccc2c(c1)OCO2
  -12 | 608 | 6% | 6% | i | 36 | -0.2 | 1107 | i | 32 | 2.8 | 2.1 | 3.1 | 1.1 | -1.7 | 1330
- CC(C)(C)OC(=O)C(Cc1ccc(OC(C)(C)C)cc1)NC(=O)CNC(=O)CNC(=O)OCc1ccccc1 (stereo not given)
  -2 | 657 | 13% | 9% | i | 54 | -3.5 | 1129 | i | -10 | 1.4 | 2.5 | 13 | 1.2 | -0.56 | 1500
- C=C(C)Cn1c(CCNC(=O)CCC)nc2ccccc21
  0 | 732 | 20% | 15% | i | 36 | x | x | i | -2 | 4.8 | 1.2 | 7.6 | 1 | 1.4 | 1211
- Cn1nnnc1SCC(=O)N1CCN(c2cccc(Cl)c2)CC1
  -1 | 742 | 5% | -1% | i | 63 | -1.3 | 1018 | i | 1 | 1.1 | 1.4 | 8.4 | 1.1 | 0.13 | 1291
- COc1ccc(CNC(=O)C2CCN(S(=O)(=O)N3CCC4(CC3)OCCO4)CC2)c(OC)c1
  -1 | 745 | 4% | 3% | i | 46 | 3.9 | 525 | i | -56 | 2.3 | 3.0 | 10 | 1 | 0.16 | 1174
- CC[C@@H](C)C(NC(=O)OC(C)(C)C)c1cn([C@@H](CCCCNC(=O)OC(C)(C)C)C(=O)N2CCN(C(=O)OC(C)(C)C)CC2)nn1 (stereo not given in full)
  -1 | 681 | 12% | 5% | i | 12 | -0.1 | 1120 | i | 18 | 2.7 | 0.9 | 9.8 | 1 | -1.1 | 1311
- CCOC(=O)c1c(NC(=O)CCl)sc(C(=O)N(CC)CC)c1C
  4 | 743 | -11% | -18% | i | 46 | 0.0 | 1357 | i | -4 | 2.2 | 1.2 | 3.6 | 1.1 | x | x
- Cc1ccc(N(CCC(=O)NC(C)(C)C)S(=O)(=O)c2ccc(C)cc2)cc1
  -17 | 657 | -17% | -3% | i | 53 | -0.3 | 1114 | + | 1.3* | 2.4 | 2.0 | 5.4 | 1.1 | -0.19 | 1104
- Clc1ccc(Nc2ncnc3c2nnn3Cc2ccccc2)cc1
  -1 | 745 | x | x | i | 44 | -1.1 | 1298 | x | x | x | x | x | x | -0.74 | 1158
- CC1(C(=O)O)CCC(C(=O)N2CCCCC2)C1(C)C (stereo not given)
  -2 | 709 | 10% | 6% | i | 56 | 1.4 | 1099 | i | 8 | 2.5 | 1.7 | 9.7 | 1.1 | x | x
- CC(NC(=O)Nc1nnc(C(F)(F)F)s1)N1C(=O)C2C3C=CC(C3)C2C1=O (stereo not given)
  14 | 720 | -20% | -20% | i | 33 | -1.8 | 553 | i | -5 | 2.6 | 1.8 | 0.3 | 1.1 | -0.88 | 1180
- COCCNC(=S)NNc1cccc(C(=O)O)c1
  0 | 692 | 10% | -3% | i | 32 | -0.5 | 1147 | i | 0 | 1.8 | 1.1 | 2.2 | 1.1 | -0.42 | 1362
- COc1cc(/C=C/C(=O)OCC(=O)Nc2cccc(Oc3ccccc3)c2)ccc1O
  -19 | 625 | 17% | 3% | i | 0 | 2.7 | 914 | i | -12 | 3.0 | 3.3 | 1.8 | 1.1 | x | x
- COc1ccc(-c2noc(CN3CCN(c4ccccc4)CC3)n2)cc1
  x | x | 4% | 4% | i | 46 | x | x | i | 13 | 9.6 | 2.7 | 2.1 | 1.2 | -0.49 | 975
- O=C(Nc1ccc(F)cc1)c1ccccc1F
  21 | 683 | 15% | 8% | i | 39 | -0.5 | 1023 | i | -7 | 1.7 | 1.9 | 5.8 | 1.1 | 0.7 | 1706

Screening data deposited in PubChem BioAssay by several laboratories.
